Bioassay records as filed in PubChem BioAssay.
USP1-UAF1 inh = blocks the human USP1/UAF1 deubiquitinase complex | O94782 | recombinant USP1/UAF1, Ub-Rhodamine cleavage fluorescence | Potency, µM (highest dose often 57.1 µM), without a hit: top-dose activity change, negative = inhibition, hits mostly inhibitors | 390,000 compounds, 0.23% hits | AID 743255; note: potency is the fitted concentration of half-maximal effect; % is set by controls: 0 for no effect and ±100 for the full control effect; nearly all actives have a fitted effect of over 60% in size; inactives centre near -12
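USP1/UAF1 complex at 1 nM was preincubated with compound for 15 min at room temperature, then Ub-Rho substrate (150nM final) was added. Fluorescence (480/540 nm) was read kinetically, 6 reads every 60 seconds.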
RGS4 inh = human RGS4 inhibition; P49798; Transcreener GDP fluorescence polarization, RGS4-accelerated GTP hydrolysis; Potency, µM (doses to about 114 µM), for inactives: at the top dose activity change, negative = inhibition, hits mostly inhibitors; 390,000 compounds, 0.039% hits; AID 504845; note: potency is the fitted concentration of half-maximal effect; % is set by controls: 0 for no effect and ±100 for the full control effect; nearly all actives have a fitted effect of over 75% in size; some results filed as inactive show a strong effect at the top dose
Target sequence (P49798 whole entry, looked up): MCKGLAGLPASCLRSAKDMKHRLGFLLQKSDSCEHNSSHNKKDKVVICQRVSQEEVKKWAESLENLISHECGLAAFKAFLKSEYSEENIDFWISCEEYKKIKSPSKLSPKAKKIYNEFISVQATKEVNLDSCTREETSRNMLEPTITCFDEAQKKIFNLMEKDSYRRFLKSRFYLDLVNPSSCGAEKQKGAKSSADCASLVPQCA
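MLSMR compounds (23 nl, pin-transferred) preincubated 10 min at room temperature with a 500nM (2x) first reagent, then RGS4 at 900nM (2x) plus Transcreener GDP mix added; fluorescence polarization (620/688 nm) read before and after 90 min at 30 °C.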
Vif-APOBEC3F blk = Vif-A3F binding inhibition | HeLa A3F-eYFP + Vif (tagged APOBEC3F with the HIV-1 protein that degrades it), YFP fluorescence increase | Potency, µM (series often up to 46.1 µM), for inactives: at the highest dose activity, negative = active | 390,000 compounds, 0.2% hits; note: potency is the fitted concentration of half-maximal effect; % of control where 0% means no effect; nearly all actives have a fitted effect of over 65% in size
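HeLa cells stably expressing Vif plus C-terminally eYFP-tagged A3F were seeded, incubated overnight at 37 deg C, dosed with compound, incubated overnight again at 37 deg C. Yellow fluorescence (Ex 488/Em 500-530) reported blocked Vif-mediated A3F-eYFP degradation.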
LDHA block = inhibitors of human lactate dehydrogenase A | P00338 | purified LDHA, NADH/diaphorase-resazurin fluorescence; active compounds read low | activity change, % (values are at about 110 or 230 µM) | 480,000 compounds, 0.15% hits; in the data active = activity change below about -30%; inconclusive = mostly about -25% to -30%;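 note: plate controls were DMSO wells for no effect and wells without enzyme for full effect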
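Remaining NADH was detected by diaphorase (0.133 mg/mL) converting 37 µM resazurin to fluorescent resorufin, read at 0 and 20 minutes. The preceding 5-minute room-temperature reaction used 2 nM LDHA, 0.2 mM sodium pyruvate and 0.06 mM NADH at pH 7.4.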
TrxR1 inh = rat TrxR1 inhibition | O89049 | recombinant rTrxR1, NADPH fluorescence consumption, selenite substrate | Potency, µM (titrated, usually from 114 µM), for the others: at the highest dose activity change, negative = inhibition, most hits filed as inhibitors | 390,000 compounds, 1% hits | AID 588453; note: potency is the fitted concentration of half-maximal effect; % is set by controls: 0 for no effect and ±100 for the full control effect; nearly all actives have a fitted effect of over 65% in size
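Rat TrxR1 (90 nM in the dispensed reagent) was pre-reduced with 400 uM NADPH for 5 min at room temperature, then incubated with compound for 15 min. After 400 uM selenite was added, NADPH fluorescence (Ex 340/Em 450 nm) was followed for 8 min.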
GRP78 ERSR act = induces the endoplasmic reticulum stress response in human glioma cells | 420,000 compounds, 0.02% hits | Potency, µM, for inactives: top-dose activation, usual class: activators | U87-MG GRP78 promoter luciferase reporter, 16 h; note: potency is the fitted concentration of half-maximal effect; series mostly up to about 76 µM; % of control where 0% means no effect; nearly all actives have a fitted effect of over 35% in size
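Stably transfected U87-MG human glioma cells carrying a GRP78-based luminescent sensor were seeded at 1000 cells/well, pin-dosed with compounds and incubated 16 h. Luciferase reagent was then added, and end-point luminescence was read after 10 min at room temperature.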
Vif-A3G inh = blocks the Vif interaction with human APOBEC3G; HeLa A3G-eYFP + Vif (tagged APOBEC3G with the HIV-1 protein that degrades it), YFP fluorescence, overnight; Potency, µM (series often up to 46.1 µM), for inactives: at the highest dose activity, negative = active, most hits filed as inhibitors; 410,000 compounds, 0.076% hits;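 note: potency is the fitted concentration of half-maximal effect; % is set by controls: 0 for no effect and ±100 for the full control effect; nearly all actives have a fitted effect of over 60% in size; hits raise eYFP signal because A3G escapes Vif-driven loss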
Target sequence (Q9HC16 whole entry, looked up): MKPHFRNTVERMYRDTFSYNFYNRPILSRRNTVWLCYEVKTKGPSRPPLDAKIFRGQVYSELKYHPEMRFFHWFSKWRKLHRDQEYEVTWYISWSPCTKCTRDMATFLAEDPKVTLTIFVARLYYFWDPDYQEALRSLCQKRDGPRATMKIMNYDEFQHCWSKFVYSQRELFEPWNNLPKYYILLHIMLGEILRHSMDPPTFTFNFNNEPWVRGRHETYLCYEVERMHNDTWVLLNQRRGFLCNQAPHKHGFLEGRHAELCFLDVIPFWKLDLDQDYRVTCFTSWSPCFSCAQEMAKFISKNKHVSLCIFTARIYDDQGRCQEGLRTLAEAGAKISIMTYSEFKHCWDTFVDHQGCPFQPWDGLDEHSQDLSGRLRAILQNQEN
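HeLa cells stably expressing Vif and C-terminally eYFP-tagged A3G, seeded overnight at 37 deg C, then exposed to compound by pintool overnight at 37 deg C. Rise in yellow fluorescence (Ex 488/Em 500-530, Acumen) marks blocked Vif-driven A3G degradation.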
TrxR1 substrate = substrates of rat thioredoxin reductase 1 | 390,000 compounds, 0.01% hits | O89049 | purified TrxR1 substrate turnover, NADPH consumption readout | Potency, µM (titrated, usually from 114 µM), without a hit: at the top dose activity change, negative = substrate turnover | AID 588456; note: potency is the fitted concentration of half-maximal effect; % is set by controls: 0 for no effect and ±100 for the full control effect; nearly all actives have a fitted effect of over 50% in size
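Rat TrxR1, dispensed at 90 nM, was prereduced with 400 uM NADPH (final) for 5 min at ~22 deg C, then incubated with compound 15 min before 400 uM selenite. A first-read NADPH fluorescence drop versus no-compound background flagged substrates.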
IDH1 R132H inh = inhibitors of human mutant IDH1 R132H; IDH1-R132H enzyme, NADPH consumption, diaphorase/resazurin fluorescence; 390,000 compounds, 0.093% hits; O75874; Potency, µM (top dose mostly 76.6 µM), for the others: at the highest dose activity change, negative = inhibition, most hits filed as inhibitors; note: potency is the fitted concentration of half-maximal effect; % is set by controls: 0 for no effect and ±100 for the full control effect; nearly all actives have a fitted effect of over 65% in size
Target sequence (O75874 whole entry R132H, stated change not applied): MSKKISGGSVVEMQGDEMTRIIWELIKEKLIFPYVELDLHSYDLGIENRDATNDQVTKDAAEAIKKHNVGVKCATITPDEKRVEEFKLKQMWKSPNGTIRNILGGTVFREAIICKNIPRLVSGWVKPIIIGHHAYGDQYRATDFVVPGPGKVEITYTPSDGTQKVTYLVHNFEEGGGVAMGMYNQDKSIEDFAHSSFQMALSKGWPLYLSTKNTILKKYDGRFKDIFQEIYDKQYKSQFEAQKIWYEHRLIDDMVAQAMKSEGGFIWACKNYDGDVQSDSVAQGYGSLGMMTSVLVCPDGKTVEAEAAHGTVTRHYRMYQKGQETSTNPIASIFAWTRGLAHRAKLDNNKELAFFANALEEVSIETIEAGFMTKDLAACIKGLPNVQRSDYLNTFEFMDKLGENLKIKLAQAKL
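IDH1-R132H (0.5 ug/mL) preincubated 30 min with compound, then NADPH (0.016 mM) and alpha-KG (2 mM) added; 80 min at RT, pH 7.5. Remaining NADPH coupled via diaphorase/resazurin to fluorescence (540/590 nm); concentration-response curves normalized to no-enzyme control.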
* = called active by the depositor; [ ] = dose if it differs, or a comment. Unless noted, calls come from the whole dose curve; as a rule, active = well fitted curve in the direction sought with a large enough effect; inconclusive = small, poorly fitted or top-dose-only effect, or another doubt; inactive = no such curve, though single readings can be large; an effect the other way counts as inactive or inconclusive.

How did CC(Sc1nc(N)cc(=O)[nH]1)C(=O)Nc1sc2c(c1C#N)CCCC2 (stereo unspecified) do in these assays?
USP1-UAF1 inh: 3%; RGS4 inh: 2%; Vif-APOBEC3F blk: 3%; LDHA block: -2; TrxR1 inh: 13%[57.1 µM]; GRP78 ERSR act: -3%; Vif-A3G inh: -1%; TrxR1 substrate: 3%; IDH1 R132H inh: -1%

How did Cc1ccc(NC(=O)c2nnn(CC(=O)Nc3ccc4c(c3)OCO4)c2N)cc1C do in these assays?
USP1-UAF1 inh: -11%; RGS4 inh: 24%; Vif-APOBEC3F blk: -4%; LDHA block: -2; TrxR1 inh: 2%; GRP78 ERSR act: 2%; Vif-A3G inh: -5%; TrxR1 substrate: -10%; IDH1 R132H inh: -2%

What do the screens show for `COc1ccccc1NC(=O)c1cc2c(CO)cnc(C)c2oc1=Nc1ccc(OC)c(OC)c1`?
USP1-UAF1 inh: -2%; RGS4 inh: 35%; Vif-APOBEC3F blk: 3%; LDHA block: -1; TrxR1 inh: 2%; GRP78 ERSR act: 5%; Vif-A3G inh: 0%; TrxR1 substrate: -1%; IDH1 R132H inh: -23%

Results for O=C(NNc1ccccc1)C(CCO)C(=O)NNc1ccccc1 ?
USP1-UAF1 inh: -11%; RGS4 inh: -2%; Vif-APOBEC3F blk: -13%; LDHA block: 1; TrxR1 inh: 2%; GRP78 ERSR act: 0%; Vif-A3G inh: -3%; TrxR1 substrate: 7%; IDH1 R132H inh: 3%

What do the screens show for `O=C(NCc1ccncc1)Nc1cc(Cl)ccc1Cl`?
USP1-UAF1 inh: -13%; RGS4 inh: 14%; Vif-APOBEC3F blk: 1%; LDHA block: -8; TrxR1 inh: 4%; GRP78 ERSR act: -3%; Vif-A3G inh: 3%; TrxR1 substrate: -4%; IDH1 R132H inh: -3%

Results for CCOC(=O)c1ccc2[nH]c3c(c2c1)CN(C)CC3 ?
USP1-UAF1 inh: -18%; RGS4 inh: -21%; Vif-APOBEC3F blk: 1%; LDHA block: 0; TrxR1 inh: -3%[57.1 µM]; GRP78 ERSR act: -4%; Vif-A3G inh: 6%; TrxR1 substrate: 19%[57.1 µM]; IDH1 R132H inh: 16%

What do the screens show for `COc1ccc(CNC(=O)COC(=O)CCOc2ccc(C)cc2)cc1OC`?
USP1-UAF1 inh: -10%; RGS4 inh: -25%; Vif-APOBEC3F blk: 6%; LDHA block: 3; TrxR1 inh: 6%; GRP78 ERSR act: -3%; Vif-A3G inh: 0%; TrxR1 substrate: 2%; IDH1 R132H inh: 5%

What do the screens show for `CC(=O)c1cccc(NC(=O)Cc2coc3cc4c(cc23)CCC4)c1`?
USP1-UAF1 inh: -7%; RGS4 inh: -1%; Vif-APOBEC3F blk: 9%; LDHA block: -7; TrxR1 inh: -9%; GRP78 ERSR act: -5%; Vif-A3G inh: -4%; TrxR1 substrate: -14%; IDH1 R132H inh: 10%

Results for CC(C)(CNC(=O)c1ccc(S(=O)(=O)Nc2cccc(C(F)(F)F)c2)cc1)N1CCOCC1 ?
USP1-UAF1 inh: -12%; RGS4 inh: 1%; Vif-APOBEC3F blk: 0%; LDHA block: -1; TrxR1 inh: 5%; GRP78 ERSR act: -2%; Vif-A3G inh: 2%; TrxR1 substrate: -10%; IDH1 R132H inh: -5%

What do the screens show for `Cc1cc2c3nonc3ccc2n1-c1ccccc1`?
USP1-UAF1 inh: -14%; RGS4 inh: 27%; Vif-APOBEC3F blk: -13%; LDHA block: 2; TrxR1 inh: 30%; GRP78 ERSR act: -8%; Vif-A3G inh: -5%; TrxR1 substrate: 30%; IDH1 R132H inh: 8%

Results for COC(=O)CSc1nnc2n(C3CCCCC3)c(=O)c3c4c(sc3n12)CCCC4 ?
USP1-UAF1 inh: inconclusive; RGS4 inh: 30%; Vif-APOBEC3F blk: -4%; LDHA block: -1; TrxR1 inh: 12%; GRP78 ERSR act: -2%; Vif-A3G inh: -2%; TrxR1 substrate: 16%[57.1 µM]; IDH1 R132H inh: 7%

Results for CC1=C(C(=O)Nc2cccnc2)C(c2ccccc2)n2nc(SCc3ccccc3Cl)nc2N1 (stereo unspecified) ?
USP1-UAF1 inh: -6%; RGS4 inh: 11%; Vif-APOBEC3F blk: -4%; LDHA block: -4; TrxR1 inh: 0%; GRP78 ERSR act: -1%; Vif-A3G inh: 0%; TrxR1 substrate: -5%; IDH1 R132H inh: 25%

Results for Cc1ccc2c(c1)N(CC(=O)N(Cc1ccccn1)Cc1ccco1)C(=O)C(C(C)C)O2 (stereo unspecified) ?
USP1-UAF1 inh: -16%; RGS4 inh: -20%; Vif-APOBEC3F blk: 7%; LDHA block: -1; TrxR1 inh: -3%; GRP78 ERSR act: -1%; Vif-A3G inh: 1%; TrxR1 substrate: 2%; IDH1 R132H inh: 8%

What do the screens show for `CC(C(=O)NC1C=CS(=O)(=O)C1)N1C(=O)/C(=C/c2ccc(Cl)cc2)SC1=S` (stereo unspecified)?
USP1-UAF1 inh: -21%; RGS4 inh: -45%; Vif-APOBEC3F blk: 11%; LDHA block: -2; TrxR1 inh: -5%; GRP78 ERSR act: 2%; Vif-A3G inh: -14%; TrxR1 substrate: -9%; IDH1 R132H inh: -1%

How did CCN1C2=NCCCN2c2ccccc21 do in these assays?
USP1-UAF1 inh: -16%; RGS4 inh: 5%; Vif-APOBEC3F blk: -1%; LDHA block: -2; TrxR1 inh: -9%; GRP78 ERSR act: -4%; Vif-A3G inh: -3%; TrxR1 substrate: -5%; IDH1 R132H inh: 7%

How did CC(=O)Nc1nc2ccc(C(=O)NCCOC(=O)C3CCCCC3)cc2s1 do in these assays?
USP1-UAF1 inh: -3%; RGS4 inh: 10%[11.4 µM]; Vif-APOBEC3F blk: 0%; LDHA block: 0; TrxR1 inh: 16%; GRP78 ERSR act: 1%; Vif-A3G inh: 0%; TrxR1 substrate: -3%; IDH1 R132H inh: -2%

Results for COc1ccc(C2=Nc3ccccc3NC(c3cccs3)=N2)cc1 ?
USP1-UAF1 inh: 7%; RGS4 inh: -27%; Vif-APOBEC3F blk: 3%; LDHA block: -4; TrxR1 inh: 5%; GRP78 ERSR act: -2%; Vif-A3G inh: -7%; TrxR1 substrate: -1%; IDH1 R132H inh: -3%

Results for O=C(Nc1ccc(F)cc1)c1c(Cl)nc2ccccn12 ?
USP1-UAF1 inh: -17%; RGS4 inh: 6%; Vif-APOBEC3F blk: -1%; LDHA block: -3; TrxR1 inh: -5%[57.1 µM]; GRP78 ERSR act: 7%; Vif-A3G inh: -2%; TrxR1 substrate: -3%[57.1 µM]; IDH1 R132H inh: 0%

Results for CC(C)OCCCN1C=C2C(=O)C(C)(OC(=O)CCc3ccccc3)C(=O)C=C2C=C1c1ccc(C#N)cc1 (stereo unspecified) ?
USP1-UAF1 inh: inconclusive; RGS4 inh: -38%; Vif-APOBEC3F blk: 0%; LDHA block: 19; TrxR1 inh: -57%; GRP78 ERSR act: -5%; Vif-A3G inh: -1%; TrxR1 substrate: -15%[57.1 µM]; IDH1 R132H inh: 10%

How did C#CCn1c(=NC(=O)CN2C(=O)CCC2=O)sc2cccc(OC)c21 do in these assays?
USP1-UAF1 inh: -13%; RGS4 inh: 12%; Vif-APOBEC3F blk: 5%; LDHA block: 0; TrxR1 inh: 6%; GRP78 ERSR act: -4%; Vif-A3G inh: -6%; TrxR1 substrate: 19%; IDH1 R132H inh: 9%

How did Nc1ncnc2c1ncn2[C@@H]1O[C@H](CNCc2ccccc2)[C@@H](O)[C@H]1O do in these assays?
USP1-UAF1 inh: -7%; RGS4 inh: 11%; Vif-APOBEC3F blk: -1%; LDHA block: -12; TrxR1 inh: 13%; GRP78 ERSR act: 2%; Vif-A3G inh: 0%; TrxR1 substrate: -3%; IDH1 R132H inh: 7%[38.3 µM]

How did Cn1nccc1C(=O)Nc1ccc2c(c1)OCO2 do in these assays?
USP1-UAF1 inh: -9%; RGS4 inh: 9%; Vif-APOBEC3F blk: 1%; LDHA block: -1; TrxR1 inh: inconclusive; GRP78 ERSR act: -2%; Vif-A3G inh: 5%; TrxR1 substrate: -14%; IDH1 R132H inh: 0%

What do the screens show for `Cn1c(-c2sccc2OCc2cccc(C(F)(F)F)c2)n[nH]c1=S`?
USP1-UAF1 inh: -3%; RGS4 inh: -22%; Vif-APOBEC3F blk: -13%; LDHA block: -8; TrxR1 inh: 16%[57.1 µM]; GRP78 ERSR act: -4%; Vif-A3G inh: -23%; TrxR1 substrate: 6%; IDH1 R132H inh: 8%

What do the screens show for `Cc1nnsc1C(=O)Nc1ccc(S(=O)(=O)N2CCCC(C)C2)cc1` (stereo unspecified)?
USP1-UAF1 inh: -15%; RGS4 inh: -9%; Vif-APOBEC3F blk: 3%; LDHA block: 1; TrxR1 inh: 11%; GRP78 ERSR act: -3%; Vif-A3G inh: 6%; TrxR1 substrate: -1%; IDH1 R132H inh: 5%

A portion of the library; the hit share may differ from the screen's.
